# Rac1 act GTP bind: human Rac1 activated mutant GTP binding change; percent activity (GTP binding), % at 10 µM; AID 764; actives 0.11% (n = 190,000); P63000; GST-Rac1 activated beads, fluorescent GTP binding, flow cytometry; actives lie on both sides; 100% means binding = to untreated wells;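 active = GTP binding at least 20 percentage points away from the 100% baseline, in either direction, so actives lie on both sides; inconclusive = Compound likely fluorescent itself, or too few beads counted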
# Rab7 wt modul: modulators of GTP binding to dog Rab7 wildtype GTPase | actives 0.055% (n = 190,000) | GTP binding activity (percent of control), % at 10 µM | GST-Rab7 beads, fluorescent GTP binding, flow cytometry; actives lie on both sides; untreated = 100%, excess cold GTP = 0% | AID 758;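 active = fluorescent GTP binding to Rab7 beads changed by at least 20 points from the 100% baseline, either direction, mostly lower; inconclusive = compound itself probably fluorescent, or too few beads counted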;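 also: median green fluorescence of bound Bodipy-FL-GTP per Rab7 bead population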
# HRas wt GTP: human HRas wildtype GTP binding, change in either direction. P01112. GST-Ras wt beads, Bodipy-FL-GTP binding, flow cytometry; actives lie on both sides. GTP binding activity, % at 10 µM. actives 0.14% (n = 190,000);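 active = GTP binding activity at least 20% away from the 100% baseline, either lowered as inhibitor or raised as activator; inconclusive = flagged as likely green fluorescent, judged across all proteins in the well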;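 also: 0% = unlabeled GTP competition control and 100% = no-compound control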
# Target sequence (P01112 whole entry, looked up): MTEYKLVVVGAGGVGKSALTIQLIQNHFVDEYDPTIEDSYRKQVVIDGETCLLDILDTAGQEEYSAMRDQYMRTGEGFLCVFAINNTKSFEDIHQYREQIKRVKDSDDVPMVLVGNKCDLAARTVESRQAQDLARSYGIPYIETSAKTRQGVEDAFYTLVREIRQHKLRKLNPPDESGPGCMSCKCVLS
# Rac1 wt modul: human Rac1 wildtype GTP binding, inhibitors and activators; P63000; GST-Rac1 beads, fluorescent GTP binding, flow cytometry; actives lie on both sides; 0 = cold GTP competed, 100 = untreated; GTP binding activity (% of control), % at 10 µM; actives 0.27% (n = 190,000); AID 757;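 active = GTP binding activity at least 20 points away from the 100% control level, either lower or higher; inconclusive = compound flagged as likely green fluorescent, judged across all proteins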
# Avidin fluor: avidin bead compound fluorescence profile; Avidin beads, compound fluorescence 488/530 nm, flow cytometry; hits give high values; fluorescence (KMESF) at 10 µM; actives 0.38% (n = 220,000); AID 1775; in the data active = fluorescence above about 47; also: inactives centre near 10
# Rab2 wt GTP: changes GTP binding to wildtype dog Rab2A, up or down; GST-Rab2 wt beads, Bodipy-GTP binding, flow cytometry; GTP binding activity, % at 10 µM; P61105; actives 0.19% (n = 190,000);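 active = GTP binding activity at least 20 points away from 100%, either lowered or raised; inconclusive = signal likely due to the compound's own green fluorescence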;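 also: 0% = beads with excess unlabeled GTP and 100% = no-compound control corrected for plate trend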
# GSH bead fluor: compound fluoresces at 488/530 nm on GSH beads; GSH beads flow cytometry, compound fluorescence 488/530 nm; hits give high values; fluorescence (KMESF) at 10 µM; actives 0.25% (n = 190,000); in the data active = fluorescence above about 89;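 also: glutathione beads carrying GST-tagged Bcl family fusion proteins plus one bare bead set; values are compound well signal with DMSO vehicle wells as background; inactives centre near 16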
# Pf gamet viab: inhibitors of late stage P. falciparum gametocyte viability | P. falciparum stage V gametocytes, ATP luminescence, 24 h | inhibition, % at 10.9 µM | actives 0.065% (n = 150,000) | AID 743093;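 active = inhibition above the mean plus 3 SD of compounds within the control limits, set per campaign, cut at about 38% in these data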;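 also: 0% = DMSO wells and 100% = medium only without gametocytes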
# Mcl1 Bid PPI: disrupts binding of human Mcl-1 to Bid peptide | actives 0.97% (n = 220,000) | TR-FRET Mcl-1/Bid-Dy647 peptide binding, 1536-well | inhibition, % at 21.7 µM;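 active = compounds that cut the binding signal by more than half at the single screening dose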;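 also: His-tagged Mcl-1 with europium anti-His antibody binding Bid BH3 peptide; 0% = Mcl-1 plus peptide wells and 100% = peptide-only wells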
# Target sequence (Q07820 whole entry, looked up): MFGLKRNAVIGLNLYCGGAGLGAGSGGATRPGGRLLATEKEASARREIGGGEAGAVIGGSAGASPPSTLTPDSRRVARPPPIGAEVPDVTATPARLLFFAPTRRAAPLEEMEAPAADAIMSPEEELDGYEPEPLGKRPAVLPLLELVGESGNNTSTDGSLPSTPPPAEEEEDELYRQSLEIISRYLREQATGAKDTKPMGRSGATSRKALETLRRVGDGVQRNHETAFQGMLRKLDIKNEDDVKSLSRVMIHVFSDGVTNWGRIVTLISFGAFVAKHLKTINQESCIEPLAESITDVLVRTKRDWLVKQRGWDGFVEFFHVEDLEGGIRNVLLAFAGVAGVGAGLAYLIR
# Mcl1 Noxa PPI: Mcl-1/Noxa interaction inhibition; Q07820; TR-FRET Mcl-1/Noxa peptide binding, 2 h; inhibition, % at 21.7 µM; actives 1.5% (n = 220,000);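 active = compounds that cut the protein-peptide binding signal by more than 50% relative to plate controls in a single-dose test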;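 also: His-tagged Mcl-1 with rhodamine Noxa BH3 peptide and terbium anti-His antibody; 0% = Mcl-1 plus Noxa peptide wells and 100% = peptide-only wells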
# Cdc42 wt GTP: modulators (inhibitors or activators) of GTP binding to human Cdc42 wildtype; P60953; GST-Cdc42 beads, Bodipy-GTP binding, flow cytometry; actives lie on both sides; percent activity (GTP binding), % at 10 µM; actives 0.2% (n = 190,000); AID 761;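 active = percent activity GTP binding at least 20 points away from the 100% baseline, either down as inhibitor or up as activator; inconclusive = compound flagged as likely green fluorescent from well-wide comparison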;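 also: median bead fluorescence of bound Bodipy-FL-GTP at 100 nM; 0% = excess unlabeled GTP control and 100% = no compound control; below 100% means less GTP binding so inhibitor and above means activator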
# Target sequence (P60953 whole entry, looked up): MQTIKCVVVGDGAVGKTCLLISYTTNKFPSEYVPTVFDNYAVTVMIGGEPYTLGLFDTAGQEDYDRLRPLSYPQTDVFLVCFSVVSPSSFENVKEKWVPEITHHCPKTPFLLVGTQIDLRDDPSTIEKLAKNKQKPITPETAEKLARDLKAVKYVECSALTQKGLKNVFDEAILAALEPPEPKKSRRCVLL
# Starred values were filed as active, the others as inactive; ? = inconclusive; . = no result given.
SMILES,Rac1 act GTP bind,Rab7 wt modul,HRas wt GTP,Rac1 wt modul,Avidin fluor,Rab2 wt GTP,GSH bead fluor,Pf gamet viab,Mcl1 Bid PPI,Mcl1 Noxa PPI,Cdc42 wt GTP
CCN(CC)CCN(C(=O)c1ccc(Br)s1)c1nc2cc3c(cc2s1)OCO3,97,97,98,103,11,98,25,0,-24,17,98
CCOc1ccc(C(Nc2ccc(C)cc2)P2(=O)OCCC(C)O2)cc1 (stereo not given),99,101,102,105,11,101,30,.,-28,10,104
O=C(C[n+]1cc(-c2ccccc2)n2c1CCC2)Nc1nc(-c2ccc(F)cc2)cs1,100,100,102,105,13,99,18,-3,3,3,100
O=C1NN(c2ccccc2)C(=O)/C1=C\c1cccc(OC(=O)c2cccs2)c1,94,101,101,97,12,99,22,3,16,57*,97
O=C(c1ccc(Cl)cc1)N1CCC(O)(CSc2ccc(Cl)cc2Cl)CC1,98,97,99,102,6,98,31,4,-6,6,99
Nn1c(SCc2ccc(Br)cc2)nnc1-c1ccncc1,100,105,102,105,10,102,15,20,-45,6,101
CC1(C)CC(=O)C(C=NCCN2CCN(CCCCS(=O)(=O)O)CC2)=C(O)C1,100,99,101,102,13,103,29,12,-4,15,101
COc1cc(CCC(=O)OCC(=O)Nc2ccccc2OC(F)F)cc(OC)c1OC,95,102,100,102,27,98,14,-5,-22,-4,98
COC(=O)c1ccc(COc2ccc(/C=N/O)cc2)o1,94,106,98,100,6,99,14,9,-18,7,95
CC1CCCCN1C(=O)Cn1c(=O)n(C2CCCCC2)c(=O)c2ccccc21 (stereo not given),99,100,100,99,6,101,38,1,9,19,103
O=C(Cc1ccc2c(c1)OCCO2)c1c(O)cc(O)cc1O,98,100,99,104,13,98,36,2,1,30,99
C=CCn1c(Cc2cccc3ccccc23)n[nH]c1=S,104,99,107,103,2,102,5,-39,-13,24,100
Cc1[nH]c2ccccc2c1CN1CCC(CO)(Cc2ccccc2)CC1,99,92,97,101,11,96,14,10,-45,7,99
COc1ccc(CCNC2CC(=O)N(C3CCCCC3)C2=O)cc1OC (stereo not given),97,97,98,100,11,97,18,14,-9,10,99
Cc1cc(C)nc(N2CCC(C(=O)NCc3ccco3)CC2)n1,98,98,98,97,27,97,16,-3,-16,3,99
O=C(CNC(=S)N(CCCN1CCOCC1)Cc1cccs1)NC1CCCC1,97,92,96,97,11,95,17,-31,-36,3,97
COc1c(C)cc(Br)cc1C(=O)Nc1cccc(-c2nc3ncccc3o2)c1,?,?,?,?,7,?,9,.,-15,-5,?
CCN1CCN(c2cc3nc(C)n(Cc4ccccc4)c(=O)c3cc2NC(=O)c2ccccc2F)CC1,101,107,99,104,12,101,24,-8,-17,43,95
COc1ccc(CN(CC2CCCO2)C(=O)c2cc3ccccc3oc2=O)cc1 (stereo not given),95,94,95,97,24,94,8,0,-3,-12,96
Cc1cc(NC(=O)c2cc(C(C)C)on2)no1,97,99,102,105,11,99,16,.,0,-2,103
Cc1ccccc1-c1nn[nH]n1,96,101,98,98,7,99,33,15,-18,-8,98
CCCCNC(=O)COC(=O)c1cc(S(=O)(=O)N2CCCCCC2)ccc1OC,94,101,94,94,2,96,7,6,-9,5,95
CCCCOc1ccc(-c2nnn(CC(=O)Nc3ncc(CC(=O)OCC)s3)n2)cc1,93,97,98,94,14,95,36,-11,-2,32,97
Cc1ccc(S(=O)(=O)c2c(N)n(NC(=O)c3ccccc3C)c3nc4ccccc4nc23)cc1,98,96,100,102,35,98,15,-23,3,-10,102
CCOC(=O)c1ccc(NC(=O)CC2S/C(=N/N=C/c3c[nH]c4ccccc34)NC2=O)cc1 (stereo not given),98,97,98,100,10,95,.,.,63*,61*,95
CC(C)(C)NC(=O)c1cccc(NC(=O)CSc2ccc(Cl)cc2)c1,99,99,100,105,4,98,10,.,5,2,102
Cn1c(SCCS(=O)(=O)c2ccc(Cl)cc2)nnc1-c1ccccc1,100,98,103,103,9,103,28,-6,-36,-17,105
CCOc1cc(/C=C2\SC(=Nc3ccccc3)N(c3ccccc3)C2=O)ccc1OCC(=O)O,99,98,96,100,4,96,13,-6,-38,22,95
COc1ccc(Oc2nccc(OC)c2C#N)cc1,99,102,102,101,19,102,21,-17,-3,0,101
NC(=O)COc1ccc2oc(-c3ccccc3)cc(=O)c2c1,98,99,95,102,17,93,66,-9,11,17,94
Cc1cc(C)n2cc(CSc3ncn[nH]3)nc2n1,93,105,96,94,10,95,19,.,-9,-11,97
Oc1ccccc1-c1nc(NCCN2CCOCC2)c2ccccc2n1,101,101,101,106,10,101,12,.,-16,29,103
Cc1ccc2c(C(=O)N3CCN(c4ccccc4)CC3)cc(-c3cccnc3)nc2c1C,96,102,96,100,9,96,18,-43,28,13,98
Cc1nn(-c2ccccc2)c(C)c1/C=N/NC(=O)c1cc(-c2ccc(Br)s2)[nH]n1,98,100,97,100,11,97,37,-4,0,.,99
C(/CCc1ccccc1)=N\n1cnnc1,101,94,100,103,21,101,26,.,-12,4,102
O=C(O)c1ccccc1P(=O)(c1ccccc1)c1ccccc1,96,94,97,97,11,98,17,-8,-22,28,97
NC(=O)c1ccc(NCc2ccco2)c([N+](=O)[O-])c1,101,101,104,109,9,102,13,-16,-45,-5,105
CC1CCCN(C(=O)c2cc(F)c(F)cc2Cl)C1 (stereo not given),97,95,99,96,9,98,20,.,-2,-9,99
O=S(=O)(c1ccc(Cl)cc1)N1CCC2(CC1)CO2,94,103,97,97,9,95,17,5,-8,7,92
O=C(CN(Cc1ccccc1)C(=O)c1cccc([N+](=O)[O-])c1)Nc1c(Cl)cc(Cl)cc1Cl,97,102,101,102,14,100,6,14,-4,-2,103
CCOC(=O)Oc1ccc2oc(=O)cc(C)c2c1,98,103,103,107,28,101,24,-6,-7,-9,105
Cc1cc(C)nc(-n2nc(C)c3c(C(F)(F)F)cc(=O)[nH]c32)n1,99,100,100,103,12,99,29,.,-4,10,102
COc1ccc(CCN2CC3=C(C2=O)C(c2ccccc2)NC(=O)N3C)cc1OC (stereo not given),97,99,99,100,14,100,7,-27,-24,7,96
C/C(CCc1ccc2c(c1)OCO2)=N\N=C1\NC(=O)CC(C(=O)Nc2ccccc2F)S1 (stereo not given),99,97,100,97,10,97,26,.,-41,22,96
O=C(O)CCCCCNc1nc2ncn(Cc3ccccc3)c2c(=O)[nH]1,96,96,98,96,17,96,6,-21,-34,5,98
Cc1ccc(OC(=O)c2ccc(C)c(C)c2)cn1,99,105,102,106,18,102,9,-33,-7,-24,102
CCOC(=O)C1CCN(Cc2ccc(N(C)C)cc2)CC1,100,105,102,105,25,102,23,-12,32,36,106
O=c1oc2c(CN3CCOCC3)c(O)ccc2c2ccccc12,96,92,97,95,9,95,9,.,-47,-5,96
Cc1ccc(-n2cc(CNCCc3ncc(C)[nH]3)c(-c3ccc(F)cc3)n2)cc1,97,94,95,98,11,96,13,10,-46,2,97
O=C(O)c1c2c(nc3ccc(S(=O)(=O)N4CCC(C(=O)NC5CCCC5)CC4)cc13)CCCCC2,?,?,?,?,7,?,14,.,5,3,?
S=C(NCCCN1CCOCC1)NC1CCCC1,95,103,98,100,12,97,14,0,-13,3,97
CCN(CCNC(=O)C1CCCN(S(=O)(=O)c2cnc[nH]2)C1)c1ccccc1 (stereo not given),99,101,102,106,5,101,21,.,-38,25,100
FC(F)(F)c1nnc2c(Sc3ccccn3)nc3ccccc3n12,96,101,97,94,7,96,19,1,-33,3,96
Oc1ccccc1/C=N/Nc1ccnc(SCc2ccccc2)n1,98,98,97,102,5,100,8,17,-8,31,99
Cc1ccc(S(=O)(=O)Nc2ccnc3ccccc23)cc1,99,105,102,107,8,101,52,7,63*,-2,102
Cc1ccc(S(=O)(=O)NCCSc2ncccn2)cc1,93,93,95,97,27,96,59,.,-11,-1,91
CCOc1ccc(-n2c(C)cc(/C=C3/C(=N)N4C(=NC3=O)SN=C4S(C)(=O)=O)c2C)cc1,90,91,89,92,9,89,12,-3,-9,34,88
O=C(NCc1ccco1)C1(c2ccc(Br)cc2)CCCC1,101,102,100,103,8,99,10,.,-12,-9,100
O=C(O)C(Cc1c[nH]c2ccccc12)N1CCS(=O)(=O)CC1 (stereo not given),95,102,97,101,13,100,13,-7,-29,-3,98
COc1ccc(N2C(=O)CC(S/C(N)=N/N=C/c3ccnc4ccccc34)C2=O)cc1 (stereo not given),92,99,95,95,13,93,11,.,81*,35,96

# Later entries:
SMILES,Rac1 act GTP bind,Rab7 wt modul,HRas wt GTP,Rac1 wt modul,Avidin fluor,Rab2 wt GTP,GSH bead fluor,Pf gamet viab,Mcl1 Bid PPI,Mcl1 Noxa PPI,Cdc42 wt GTP
Cc1ccc(C2=NNC(=O)C(c3c[nH]c4ccccc34)C2)cc1 (stereo not given),95,96,95,96,16,95,8,.,-11,6,93
CCCCCC1CC(CC(=O)Nc2nncs2)C(=O)O1 (stereo not given),97,98,99,101,13,100,17,.,-9,1,100
CCCn1c(SCC(=O)Nc2cccc(S(=O)(=O)N3CCCC3)c2)n[nH]c1=O,95,104,96,97,8,100,12,-4,-21,-3,97
Cc1ccc(-c2nc(COC(=O)c3c(C)noc3C)cs2)cc1,95,93,95,100,5,95,25,1,-55,-2,96
S=c1[nH]nc(C2CCCCC2)n1/N=C/c1ccc(Br)s1,95,98,100,97,10,100,22,-39,-35,-3,97
CC1CCCC(NC(=O)COC(=O)c2sc3ccccc3c2Cl)C1C (stereo not given),102,103,100,102,-5,100,11,10,-3,-5,104
Nc1nnc(SCC(=O)NC2CCCCC2)n1-c1ccccc1,99,101,100,101,14,100,33,-5,3,3,100
COC(=O)c1ccc(CSc2ccc3nnc(-c4ccccc4)n3n2)o1,96,99,98,97,6,97,24,.,-6,18,95
O=C(c1ccc(OC2CCN(Cc3ccccn3)CC2)cc1)N1CCCCCC1,99,97,98,99,10,97,18,18,-32,11,96
O=S(=O)(Nc1ccc(N=Nc2ccccc2)cc1)c1ccccc1,99,99,102,103,12,100,12,-18,12,-11,101
O=C1CC(C(=O)Nc2ccc(Cl)cc2)n2ncnc2N1 (stereo not given),95,97,95,95,21,96,20,10,-34,14,95
O=C(Nc1ccc(N2CCOCC2)cc1)c1cccc(S(=O)(=O)N2CCCCCC2)c1,97,91,96,96,12,95,11,18,-27,29,93
